HTR5A ag ctr: HTR5A agonism, opioid heterodimer counter-screen; P47898; activation, % at 9.3 µM; HTR5A agonist assay, luminescence, cell-based; hit rate 0.61% among 340,000; in the data active = activation mostly above about 9.5%, no sharp cut-off; inactive = mostly below about 7.6%;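 note: 0% = cells with vehicle only and 100% = reference agonist; strong numbers were not always called active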
PKA-R2B activ: PKA-R2B complex activation; P22694+P31323; PKA-R2B holoenzyme dissociation, Cy5-IP20 fluorescence polarization; R2B truncated from residue 108, S112A mutant; 0% DMSO only, 100% 113 µM cGMP; activation, % at 11.4 µM; hit rate 0.079% among 340,000; AID 504700;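 active = activation above a cutoff set at the mean over all compounds plus 3 SD, cut at about 18% in these data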;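 note: higher means more holoenzyme dissociation and a rise in polarization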
Arr AP2 block: human beta-arrestin and AP2 interaction inhibition; FITC-arrestin peptide / GST-AP2 beads, flow cytometry; AP2 beta2 appendage carries R879A mutation; inhibition, % at 10 µM; hit rate 0.31% among 340,000; AID 504490;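 active = inhibition above a set limit, near 3 SD of compounds lacking own fluorescence, cut at about 54% in these data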;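 note: plate controls were DMSO wells for no effect and 5 µM unlabelled arrestin peptide for full effect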
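System: GST-AP2 R879A glutathione beads | Also added: FITC-arrestin peptide, 50 nM | Times: 12 min plus 1 h, RT | Signal: Bead flow cytometry, FITC channel | Buffer or medium: PBS with 0.05% Tween 20 and 0.1% BSA | Read-out basis: Percent drop in bead-associated FITC signal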
DAGLB inhibitor: blocks human DAGLB lipase activity; Q8NCG7; HEK293T DAGLB membrane lysate, EnzChek fluorogenic substrate; inhibition, % at 5.17 µM; hit rate 0.059% among 340,000; in the data active = inhibition above about 34%;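 note: 0% = enzyme with vehicle and 100% = wells lacking enzyme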
V-ATPase pH: regulators of yeast V-ATPase proton transport | AID 504577 | S. cerevisiae, pHLuorin cytosolic pH fluorescence | response, % at 10 µM | hit rate 0.37% among 350,000; in the data active = response mostly above about 7.3%, no sharp cut-off; inactive = mostly below about 5.4%; note: actives read high; inactives centre near 0; some compounds called inactive have numbers as strong as hits; reference of the scale not given here
HTR5A inv ag: inverse agonist of human HTR5A in OPRM1-OPRD1 counter-screen | hit rate 0.083% among 340,000 | inhibition, % at 9.3 µM | HTR5A cell line, luminescence, inverse agonism | AID 504634; in the data active = inhibition mostly above about 23%, no sharp cut-off; inactive = mostly below about 18%;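 note: 0% = cells with DMSO and 100% = no-cell wells with DMSO; some compounds called inactive have numbers as strong as hits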
OPRM1-OPRD1 ag: agonists of human mu-delta opioid receptor heterodimerization; hit rate 0.3% among 340,000; activation, % at 9.3 µM; P35372+P41143; cells, OPRM1-OPRD1 heterodimerization, luminescence; in the data active = activation above about 18%;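 note: 0% = vehicle-treated cells and 100% = reference agonist; values of inactives mirror those of a sister screen read the other way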
MOR-DOR inv ag: inverse agonist of human OPRM1-OPRD1 heterodimerization; P35372+P41143; cell-based MOR-DOR heterodimer luminescence, inverse agonism; inhibition, % at 9.3 µM; hit rate 0.21% among 340,000; in the data active = inhibition above about 22%, passing the limit was not always enough;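 note: 0% = cells with DMSO and 100% = wells without cells with DMSO; values of inactives mirror those of a sister screen read the other way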
Pemphigus Ab inh: inhibitors of pemphigus antibody binding to human desmoglein-3; binding (percent of control), % at 10 µM; hit rate 0.48% among 310,000; DSG3-coupled beads, scFv-anti-DSG3-GFP binding, flow cytometry; active compounds read low;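 active = binding more than 3 SD below its plate's average and above zero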;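 note: hits lower antibody fragment binding to DSG3; some compounds called inactive have numbers as strong as hits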
Target sequence (P32926 whole entry, looked up, the tested form may be a part): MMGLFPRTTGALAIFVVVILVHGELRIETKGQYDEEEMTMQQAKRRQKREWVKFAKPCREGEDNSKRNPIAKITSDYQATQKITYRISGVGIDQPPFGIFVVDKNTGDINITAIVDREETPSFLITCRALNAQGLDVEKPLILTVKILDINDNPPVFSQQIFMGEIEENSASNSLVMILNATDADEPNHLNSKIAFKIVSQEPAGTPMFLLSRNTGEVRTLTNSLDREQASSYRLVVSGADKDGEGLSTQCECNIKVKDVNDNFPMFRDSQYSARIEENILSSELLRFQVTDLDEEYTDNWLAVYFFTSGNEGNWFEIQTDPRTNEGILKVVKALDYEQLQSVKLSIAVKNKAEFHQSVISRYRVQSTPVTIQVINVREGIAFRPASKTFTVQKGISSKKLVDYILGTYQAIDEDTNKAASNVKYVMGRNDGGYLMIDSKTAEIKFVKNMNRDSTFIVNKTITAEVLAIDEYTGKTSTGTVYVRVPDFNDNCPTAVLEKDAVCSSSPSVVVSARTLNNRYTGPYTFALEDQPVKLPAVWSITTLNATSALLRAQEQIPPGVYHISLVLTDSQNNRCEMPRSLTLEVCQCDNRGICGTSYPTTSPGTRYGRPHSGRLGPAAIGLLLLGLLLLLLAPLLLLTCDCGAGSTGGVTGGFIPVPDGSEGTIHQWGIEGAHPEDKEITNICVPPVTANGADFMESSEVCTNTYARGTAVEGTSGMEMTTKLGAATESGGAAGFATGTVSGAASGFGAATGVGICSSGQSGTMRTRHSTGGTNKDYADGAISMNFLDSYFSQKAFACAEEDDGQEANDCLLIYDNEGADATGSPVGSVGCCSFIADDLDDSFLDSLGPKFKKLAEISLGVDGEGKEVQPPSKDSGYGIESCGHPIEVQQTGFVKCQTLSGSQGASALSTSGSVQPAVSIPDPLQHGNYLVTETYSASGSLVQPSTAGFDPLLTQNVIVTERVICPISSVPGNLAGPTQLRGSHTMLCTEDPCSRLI
PKA-R1A act: activators of PKA-R1A complex | P00514+P68181 | PKA-R1A dissociation, Cy5-IP20 fluorescence polarization; scaled: DMSO 0%, 113 µM cGMP 100% | activation, % at 11.4 µM | hit rate 0.083% among 340,000 | AID 504707;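 active = percent activation above the mean of all tested compounds plus 3 SD, cut at about 19% in these data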;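 note: higher means more PKAc released from R1A so a rise in polarization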
* marks the source's active call; other numbers are inactive results; / = not tested or not shown. An unsorted share of the library. About 2.4% of those tested had a hit in this group.

SMILES	HTR5A ag ctr	PKA-R2B activ	Arr AP2 block	DAGLB inhibitor	V-ATPase pH	HTR5A inv ag	OPRM1-OPRD1 ag	MOR-DOR inv ag	Pemphigus Ab inh	PKA-R1A act
Cc1c(C)c2ccc(OCC(=O)N3CCC(C(=O)O)CC3)c(C)c2oc1=O	3	-5	9	-2	3	10	-3.0	15	111	3
CCOCCn1c(CN2CCN(c3ccccc3)CC2)nc2c1c(=O)n(C)c(=O)n2C	3	-3	13	0	2	20	1.2	-5	/	0
OCCn1c(Cl)nc2ccccc21	1	4	-4	-2	0	-2	0.1	-1	104	12
COCc1ccc(C(=O)N2CCCC(C(=O)c3ccc(SC)cc3)C2)o1 (stereo not drawn)	-2	-2	16	-2	3	21	-2.2	11	101	-16
Cc1csc(NC(=O)c2cncc(Br)c2)n1	-6	-8	-12	-2	-1	23	-3.6	19	95	-8
Cc1cc(C(F)F)nn1CC(=O)NCc1ccco1	0	-8	18	0	-4	-1	-2.6	13	/	0
N#C/C(=C/c1cccc(O)c1)C(=O)NCc1ccc(Cl)cc1	3	4	5	-2	-1	-2	1.9	-14	93	-4
N/C(=N\OC(=O)COc1ccc([N+](=O)[O-])cc1)c1cccnc1	0	6	10	1	-1	1	-1.9	11	97	2
CCCCN(C(=O)c1cccc(S(=O)(=O)N2CCN(Cc3ccccc3)CC2)c1)c1ccccc1	2	3	-8	-2	0	7	-3.0	10	114	4
COc1ccccc1CNC(=O)CSc1nnc2c(n1)[nH]c1ccc(F)cc12	1	0	4	2	8	-2	-0.7	5	103	-8
O=C(COC(=O)Cc1ccsc1)NCc1ccc(Cl)cc1	-3	-8	-2	-1	0	7	-1.9	10	96	-1
Cc1ccc(N2CCN(CCCCN3C(=O)C4CCCN4C3=O)CC2)cc1 (stereo not drawn)	-9	3	-3	-1	0	24	-1.7	10	104	-6
CCOC(=O)c1[nH]nc(-c2c(O)cc(C)cc2O)c1-c1csc(C)n1	-1	6	11	5	3	4	1.0	-6	110	-7
Cc1ccc(S(=O)(=O)NC2CC2)s1	3	16	-4	-1	-3	-13	-2.0	11	99	5
CN(C)c1ccc(C=C2C=C(c3ccccc3)OC2=O)cc1	/	-5	/	31	0	/	/	/	110	-9
Cc1cccc(N2CCN(C(=O)CNC(=O)Cc3ccccc3)CC2)c1C	7	3	4	-8	0	-19	4.9	-19	/	1
CCOc1cc(C(=O)N/N=C/C2CC=CCC2)cc(OCC)c1OCC (stereo not drawn)	7	-6	-10	-10	1	-18	1.7	-10	97	-4
CCN(CC)C(=O)OCc1c(-c2cccc(OC)c2)ncc2ccccc12	-3	15	3	-6	2	-25	-0.9	5	113	-5
O=C(O)CCC(=O)Nc1sc2c(c1C(=O)Nc1cccc3ccccc13)CCCCC2	4	0	15	11	-3	13	-2.5	14	116	0
Cc1csc2ncc(C(=O)NCCc3ccccc3)c(=O)n12	10	-10	3	-3	-2	-27	-4.4	23	97	0
CC(Cl)C(=O)c1c[nH]c2ccccc12 (stereo not drawn)	-1	-5	5	-1	-1	11	-1.6	8	124	-2
CC(=O)NC(C)C12CC3CC(CC(CC(=O)O)(C3)C1)C2 (stereo not drawn)	0	-4	-10	-1	3	17	-0.1	0	118	4
CCOc1ccc(NC(=O)COC(=O)Cn2nc(C)c([N+](=O)[O-])c2C)cc1OCC	4	12	-2	1	-10	-11	-0.2	1	/	8
Fc1ccc(NC(=S)NC2CC3CCC(C2)N3Cc2ccco2)cc1 (stereo not drawn)	3	-2	-34	-1	1	14	-0.9	5	100	-8
COc1ccc(C(=O)Nc2ccc(N3CCN(C(=O)c4ccccc4)CC3)cc2)cc1[N+](=O)[O-]	-2	-7	13	0	-1	4	-2.0	10	110	-4
CCOc1ccccc1CNC(=O)c1ccc2c(c1)N(CC)CCS2	5	-6	14	-2	-2	-16	-2.0	12	96	-3
O=C(COC(=O)C12CC3CC(CC(Br)(C3)C1)C2)Nc1cccc(S(=O)(=O)N2CCOCC2)c1	-1	-11	28	-1	5	3	4.1	-20	/	-10
Cc1ccc(C(=O)NC(C)c2ccccc2)cc1Br (stereo not drawn)	1	-8	-2	-4	-5	-3	3.5	-21	96	-10
CN(C(=O)CSc1ccccc1C(=O)O)C1CCCCC1	1	4	6	0	0	12	-0.6	3	97	1
NC(=O)CC(NC(=O)c1ccccc1)c1ccc(NCCN2CCCCC2)c([N+](=O)[O-])c1 (stereo not drawn)	-5	-1	-5	2	1	-1	-2.0	11	99	10
O=C(Cn1ccc([N+](=O)[O-])n1)Nc1ccccn1	3	3	0	-3	1	-42	-0.3	2	98	8
COc1cccc(-c2nc(-c3ccc(NC(=O)Cc4ccccc4OC)cc3)no2)c1	8	-2	2	-6	6	15	-0.7	3	/	-14
O=C(Nc1ccc(NC(=O)C2CC2)nc1)c1cccs1	0	-6	-4	-2	-1	-1	-2.5	14	94	-7
Cc1oc(-c2ccccc2F)nc1CS(=O)(=O)CC(=O)NCCCc1ccccc1	-1	-4	6	-1	-1	-11	-0.7	4	106	-8
COc1cc2oc3ccccc3c2cc1N(CC(=O)N1CCCCC1)S(=O)(=O)c1ccc(C)cc1	1	4	7	-5	7	-5	-3.4	15	98	-6
O=C(NCCCCNC(=O)C(F)(F)F)C(F)(F)F	3	-11	3	1	0	5	-2.1	11	110	-14
CN(Cc1ccccc1)C(=O)c1cc2ccccc2o1	-1	13	-3	-9	0	5	-4.0	23	103	1
CCOC(=O)c1ccc(NC(=O)CSc2nc3c(c(=O)n2-c2ccccc2OC)SCC3)cc1	2	-6	-7	-1	-1	3	-0.9	5	93	-3
Cc1ccccc1N(CC(N)=O)S(C)(=O)=O	0	-6	21	2	-2	4	2.1	-12	/	-4
O=C(NNC1CC(=O)N(c2ccc(Br)cc2)C1=O)c1ccco1 (stereo not drawn)	9	-10	7	1	-2	-8	-0.2	1	98	-2
COc1cc(/C=C/C(=O)c2ccccc2O)cc(OC)c1OC	-4	7	16	-2	4	14	-0.9	5	99	-4
CCCc1nnc(NC(=O)CCC(=O)NC2CCCCC2)s1	1	1	-8	-1	3	-5	-3.0	16	/	-11
CN1/C(=C\C(=O)c2cccnc2)C(C)(C)c2ccccc21	-6	-10	16	0	1	14	-0.7	3	101	-7
COc1ccc(CCNC(=S)c2ccccc2)cc1OC	-1	-15	3	0	0	2	1.2	-5	96	0
COc1ccc(N(C(=O)c2ccncc2)S(=O)(=O)c2ccc(F)cc2)cc1	3	-9	5	0	-1	-10	-2.8	16	/	-13
Cc1ccc(C(=O)NCC2CCCN2S(=O)(=O)c2cccs2)cc1C (stereo not drawn)	-1	-8	5	5	-1	3	-3.9	20	109	-5
Cc1nn(C(=O)c2ccoc2C)c(N)c1-c1ccccc1	11	-3	2	-4	-3	-21	1.3	-7	94	-6
COc1ccc(-n2cc(CNCCCN3CCCC3=O)c(-c3ccccc3Cl)n2)cc1	3	-8	-11	0	1	-2	2.4	-18	111	2
O=[N+]([O-])c1ccc(Sc2ccccc2Cl)nc1	-1	-1	7	-8	1	-3	5.1	-27	119	-11
NC(=O)C(Cc1ccccc1)N1C(=O)c2ccccc2C1=O (stereo not drawn)	0	-1	3	0	6	1	-3.4	16	119	0
COc1ccc(C2/C(=C(\O)c3ccc4c(c3)CC(C)O4)C(=O)C(=O)N2Cc2cccnc2)c(OC)c1 (stereo not drawn)	8	-7	-6	2	-1	1	-1.7	9	104	-1
Cc1ccc(-c2nc3c(c(=O)[nH]c(=O)n3CC(C)C)n2CC(C)C)cc1[N+](=O)[O-]	2	-11	-10	2	2	-5	2.4	-12	102	-8
COC(=O)c1c(C(=O)OC)c(-c2ccc(C)cc2)n2c1CS(=O)(=O)C2	4	-4	5	-2	3	-16	-1.8	10	104	-1
COc1ccc(CCN=C(N)NS(=O)(=O)c2ccccc2)cc1OC	2	-9	2	1	2	14	-1.8	10	95	11
CCCOC(=O)c1ccc(NC(=O)CC(C)(C)C)cc1	-4	-9	3	-4	8	12	2.4	-17	92	-8
Cc1cc(C(=O)COC(=O)C2=NNC(=O)CC2)c(C)n1CCc1ccccc1	3	12	20	-2	-1	12	-1.5	8	99	-1
O=C(O)c1cccc2c1C(=O)c1cc([N+](=O)[O-])ccc1-2	-2	0	-3	-4	-1	9	2.3	-10	103	3
COc1ccccc1S(=O)(=O)Cc1ccc(C(=O)NC(C)c2ccc3c(c2)OCCO3)o1 (stereo not drawn)	4	1	9	1	3	-9	-2.5	13	98	3
O=C(NCC(=O)N(CC1CCCO1)C(C(=O)NC1CCCCC1)c1cccnc1)c1cccs1 (stereo not drawn)	6	-3	14	-1	0	-4	-2.0	10	102	-11
CN(C)C(=O)c1ccc(-n2nc(C(F)(F)F)c3c2CCCC3)cc1	14	4	-7	3	-1	-39	-1.4	8	115	-6

A draw from above in order of molecular weight, highest first:
SMILES	HTR5A ag ctr	PKA-R2B activ	Arr AP2 block	DAGLB inhibitor	V-ATPase pH	HTR5A inv ag	OPRM1-OPRD1 ag	MOR-DOR inv ag	Pemphigus Ab inh	PKA-R1A act
O=C(NCC(=O)N(CC1CCCO1)C(C(=O)NC1CCCCC1)c1cccnc1)c1cccs1 (stereo not drawn)	6	-3	14	-1	0	-4	-2.0	10	102	-11
CCCOC(=O)c1ccc(NC(=O)CC(C)(C)C)cc1	-4	-9	3	-4	8	12	2.4	-17	92	-8
O=[N+]([O-])c1ccc(Sc2ccccc2Cl)nc1	-1	-1	7	-8	1	-3	5.1	-27	119	-11

(list continues)
SMILES	HTR5A ag ctr	PKA-R2B activ	Arr AP2 block	DAGLB inhibitor	V-ATPase pH	HTR5A inv ag	OPRM1-OPRD1 ag	MOR-DOR inv ag	Pemphigus Ab inh	PKA-R1A act
O=C(NCC1OCCc2ccccc21)c1cc(COc2c(F)cccc2F)on1 (stereo not drawn)	5	-7	27	-5	1	15	0.9	-5	99	-1
CCOc1cc(C(=S)N2CCOCC2)ccc1OC(=O)c1ccccc1	-3	-1	-18	6	1	9	-1.1	5	114	-4
CCC(c1nnnn1CCC(C)C)N1CCC(C(N)=O)CC1 (stereo not drawn)	2	-5	-2	0	-1	-6	0.0	0	98	-11
CCC(=O)c1ccc(OCC(O)CN2CCN(C(c3ccccc3)c3ccccc3)CC2)cc1 (stereo not drawn)	-2	1	12	-5	1	-23	4.5	-23	104	-16
COC(=O)COc1ccc2oc(=O)cc(-c3cc4cccc(OC)c4o3)c2c1	-2	-8	4	-1	0	10	-2.8	15	95	-10
CC1CC(C)(C)NC(=S)N1CCC(=O)N1CCc2ccccc2C1 (stereo not drawn)	15*	-3	-30	0	3	-33	1.6	-7	/	7
CCN(CC(=O)Nc1c(F)cccc1F)C(=O)CSCc1ccc(C)cc1	/	4	/	-4	0	/	/	/	98	-7
Cc1ncoc1C(=O)N1CCCC(C(=O)c2cccc(OC(C)C)c2)C1 (stereo not drawn)	-4	3	11	0	0	-26	-1.9	10	104	18
CCCCc1cc(=O)oc2cc(OCC(=O)NCCN3CCOCC3)c(Cl)cc12	-1	-3	-3	0	0	-2	-2.1	11	100	5
CCOc1ccc(S(=O)(=O)NCc2ccccn2)c(C)c1C	0	-6	2	0	1	-2	-3.2	15	102	-7
COc1ccc(N2CCN(C(=O)C(=O)c3cn(CC(=O)N4CCCC4)c4ccccc34)CC2)cc1	/	8	/	0	-4	/	/	/	105	14
